mIAP inh – inhibitors of mouse IAP, primary screen, biochemical, luminescence, uHTS. intestinal alkaline phosphatase [Mus musculus]. purified mouse IAP, CDP-Star luminescence, 30 min. inhibition, % at 10 µM. actives 0.2% (n = 330,000);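 active = inhibition of at least 40% at 10 µM in the primary screen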;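 also: plate controls were DMSO with enzyme for no effect and no enzyme wells for full effect; values of inactives mirror those of a sister screen read the other way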
beta cell repl – inducers of MIN6 beta-cell proliferation, primary screen, ATP luminescence, uHTS | actives 0.29% (n = 330,000) | proliferation, % at 10 µM | MIN6 cells proliferation, ATPlite luminescence, 48 h; cells starved in 0.2% serum; 100% = growth in 10% serum;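 active = compounds whose signal lies at least 3.5 SD above the mean of all wells on their plate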;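 also: 0% = DMSO-treated cells in low-serum medium and 100% = 10% serum control; some compounds called inactive have numbers as strong as hits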
hIAP block – human IAP inhibitors, primary screen, biochemical, luminescence, uHTS | purified IAP, CDP-Star luminescence, 30 min | actives 0.12% (n = 330,000) | inhibition, % at 10 µM;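 active = inhibition reaching a set limit with compound at 10 µM in the primary screen, cut at about 35% in these data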;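 also: plate controls were DMSO wells with enzyme for no effect and no-enzyme buffer wells for full effect; values of inactives mirror those of a sister screen read the other way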
Target sequence (P09923 whole entry, looked up): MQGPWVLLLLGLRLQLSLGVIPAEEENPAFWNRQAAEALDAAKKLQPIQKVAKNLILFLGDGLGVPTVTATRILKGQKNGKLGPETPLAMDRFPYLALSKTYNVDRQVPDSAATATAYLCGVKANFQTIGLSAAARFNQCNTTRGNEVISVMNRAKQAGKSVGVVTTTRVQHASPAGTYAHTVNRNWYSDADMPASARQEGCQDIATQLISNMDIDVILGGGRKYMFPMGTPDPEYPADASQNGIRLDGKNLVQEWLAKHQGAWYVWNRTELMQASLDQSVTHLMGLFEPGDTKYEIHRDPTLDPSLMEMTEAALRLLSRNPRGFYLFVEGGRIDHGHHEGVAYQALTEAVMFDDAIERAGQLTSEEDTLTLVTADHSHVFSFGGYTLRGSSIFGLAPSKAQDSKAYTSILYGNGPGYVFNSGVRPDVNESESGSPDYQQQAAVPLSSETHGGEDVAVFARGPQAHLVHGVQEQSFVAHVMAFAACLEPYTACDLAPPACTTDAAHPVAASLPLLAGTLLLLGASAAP
APOBEC3G inh – APOBEC3G DNA deaminase inhibitors, primary screen, biochemical, fluorescence, single-stranded DNA substrate, uHTS; recombinant A3G, ssDNA deamination FAM/TAMRA fluorescence; inhibition, % at 20 µM; actives 0.28% (n = 330,000);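 active = inhibition of at least 40% at 20 µM, with no more than 30% in the related APOBEC3A deaminase screen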;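 also: plate controls were DMSO wells with A3G for no effect and wells lacking A3G enzyme for full effect; some compounds called inactive have numbers as strong as hits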
Target sequence (Q9HC16 whole entry, looked up): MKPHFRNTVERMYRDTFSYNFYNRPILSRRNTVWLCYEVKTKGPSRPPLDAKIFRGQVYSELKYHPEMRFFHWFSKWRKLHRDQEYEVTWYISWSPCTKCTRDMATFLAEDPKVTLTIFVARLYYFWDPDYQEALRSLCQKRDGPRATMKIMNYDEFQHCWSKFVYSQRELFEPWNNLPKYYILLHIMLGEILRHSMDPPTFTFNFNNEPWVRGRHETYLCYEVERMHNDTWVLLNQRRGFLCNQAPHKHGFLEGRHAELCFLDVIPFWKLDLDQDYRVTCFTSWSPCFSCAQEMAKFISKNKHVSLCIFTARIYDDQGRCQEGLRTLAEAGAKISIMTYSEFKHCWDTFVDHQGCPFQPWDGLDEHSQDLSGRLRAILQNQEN
TIM10 inh – growth inhibitors of isogenic TIM10 control yeast, primary screen, counter-screen for tim10-1 yeast inhibitor project, luminescence, uHTS. inhibition, % at 10 µM. actives 1.4% (n = 330,000). S. cerevisiae TIM10 strain growth, BacTiter-Glo luminescence, 24 h;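 active = inhibition of 40% or more at the single tested concentration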;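 also: wild-type TIM10 isogenic control strain grown at permissive 25 °C; 0% = DMSO yeast wells and 100% = minimal medium wells without yeast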
tim10-1 inh – growth inhibitors of tim10-1 mutant yeast, primary screen, luminescence, uHTS; S. cerevisiae tim10-1 ts strain growth, BacTiter-Glo, 24 h; inhibition, % at 20 µM; actives 2.2% (n = 330,000);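 active = inhibition of at least 40%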;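 also: mutant grown at 25 °C; 0% = DMSO wells with yeast and 100% = wells holding no yeast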
NALP3 yeast inh – NALP3 inflammasome inhibitors in reconstituted yeast, primary screen, luminescence, uHTS | Yeast reconstituted NLRP3/ASC/caspase-1, beta-gal luminescence, 24 h | actives 0.39% (n = 330,000) | inhibition, % at 10 µM;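 active = inhibition of 50% or more; inactive = inhibition below 50%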;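 also: plate controls were induced DMSO wells for no effect and uninduced yeast grown without galactose for full effect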
mIAP act – activators of mouse IAP, primary screen, biochemical, luminescence, uHTS; muIAP, CDP-Star luminescence, 30 min; hits give high values; 1 = vehicle-only enzyme signal, 0 = enzyme-free wells; AID 2805, 2010; intestinal alkaline phosphatase [Mus musculus]; activation factor at 10 µM; actives 0.24% (n = 330,000);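 active = activation factor of at least 2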; also: the source names both 10 and 20 µM as test concentration; values of inactives mirror those of a sister screen read the other way
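System: Mouse IAP enzyme | Also added: CDP-Star substrate | Dosing: Compounds dispensed in DMSO | Schedule: 30 min enzyme-substrate-compound incubation at room temperature | Technique: Chemiluminescence readout | Control set: DMSO-only wells and no-enzyme negative control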
APOBEC3A inh – APOBEC3A ssDNA deaminase inhibitors, primary screen, selectivity assay for APOBEC3G inhibitor project, biochemical, FAM/TAMRA oligo cleavage fluorescence. DNA dC->dU-editing enzyme APOBEC-3A (Homo sapiens), P31941. recombinant A3A, FAM/TAMRA ssDNA deamination fluorescence. inhibition, % at 20 µM. actives 0.41% (n = 330,000);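 active = at least 40% inhibition at 20 µM here, with at most 30% in a related deaminase screen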;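 also: plate controls were A3A with DMSO for no effect and wells lacking A3A enzyme for full effect; some results filed as inactive read as strong as hits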
Active calls of the source: *.

compound	mIAP inh	beta cell repl	hIAP block	APOBEC3G inh	TIM10 inh	tim10-1 inh	NALP3 yeast inh	mIAP act	APOBEC3A inh
COC(=O)C(=Cc1ccccc1[N+](=O)[O-])C(=O)OC	4	-4	3	2	21	44*	51*	0.96	0
CCSc1nnc(NC(=O)C2CCCCC2)s1	-2	-2	19	-7	6	5	61*	1	-7
Cc1cc(O)cc(=O)n1Cc1ccccc1	-6	1	15	-6	13	4	-1	1.1	-5
O=C1NC2(CCCCCC2)C(=O)N1Cc1ccc(Cl)cc1Cl	-1	0	1	4	17	36	21	1	33
CN(C)c1ccc(C=Nc2ccc(N(C)C)cc2)cc1	6	-4	-7	0	-19	17	28	0.94	-3
O=C(N/N=C/c1ccc([N+](=O)[O-])cc1)c1cccnc1	-13	-2	-16	-7	0	0	1	1.1	15
COc1ccc(NC(=O)Cn2c(=O)sc3ccccc32)c(OC)c1	-8	-4	-34	-5	-6	27	-4	1.1	2
COc1ccccc1NS(=O)(=O)c1cc(NC(=O)c2cccs2)ccc1N1CCCC1	12	-6	-10	40*	23	16	-11	0.88	3
CCCCN(C(=O)c1cccc(S(=O)(=O)N2CC(C)OC(C)C2)c1)c1c(N)n(CC(C)C)c(=O)[nH]c1=O (stereo not given)	3	-1	-29	3	-3	-12	12	0.97	39
CC(=O)Cc1ccccc1OC(=O)c1ccco1	5	-1	-3	-2	6	8	14	0.95	1
CC(=O)c1ccc(NC(=S)N2CCN(CCO)CC2)cc1	0	0	-5	-5	-3	-11	9	1	-9
Cc1c(C(=O)N2CCOCC2)c(S(=O)(=O)N2CCN(c3ccc(Cl)cc3)CC2)c(C)n1C	-4	6	-10	-9	2	19	7	1	-7

Only mIAP inh, tim10-1 inh and beta cell repl (7 entries from above):
Structure | mIAP inh | tim10-1 inh | beta cell repl
COC(=O)C(=Cc1ccccc1[N+](=O)[O-])C(=O)OC | 4 | 44* | -4
CCSc1nnc(NC(=O)C2CCCCC2)s1 | -2 | 5 | -2
Cc1cc(O)cc(=O)n1Cc1ccccc1 | -6 | 4 | 1
O=C1NC2(CCCCCC2)C(=O)N1Cc1ccc(Cl)cc1Cl | -1 | 36 | 0
CN(C)c1ccc(C=Nc2ccc(N(C)C)cc2)cc1 | 6 | 17 | -4
O=C(N/N=C/c1ccc([N+](=O)[O-])cc1)c1cccnc1 | -13 | 0 | -2
COc1ccc(NC(=O)Cn2c(=O)sc3ccccc32)c(OC)c1 | -8 | 27 | -4

Further structures follow.
compound	mIAP inh	beta cell repl	hIAP block	APOBEC3G inh	TIM10 inh	tim10-1 inh	NALP3 yeast inh	mIAP act	APOBEC3A inh
Cc1cc(Nc2cc(Cl)cc(Cl)c2)nc(N)n1	-31	2	4	-1	3	-13	36	1.3	1
CN(CC(=O)Nc1ccc(F)cc1)C(=O)CN1C(=O)NC2(CCCc3ccccc32)C1=O (stereo not given)	-8	-2	-3	0	-2	-4	7	1.1	22
COc1cccc(CN2CCN(C(=O)c3oc4c(F)cccc4c3C)CC2=O)c1	-17	-3	-24	6	6	4	16	1.2	1
COc1ccccc1/C=C/C=N/n1c(-c2cc(C)[nH]n2)n[nH]c1=S	-1	0	-111	36	2	13	5	1	0
CNc1ccc(Br)cc(C(=O)/C=C/c2ccc3c(c2)OCO3)c1=O	15	-5	20	25	5	11	1	0.85	34
O=C(NCc1cccs1)c1cc(-c2ccccc2)on1	2	-2	-3	-2	-11	-10	31	0.98	-5
Cc1cccc(N(C)C(=O)c2cc(S(=O)(=O)N3CCc4ccccc43)cn2C)c1	3	-4	7	6	22	28	11	0.97	1
CCOC(=O)c1ccccc1-n1c(C)cc(C2N=C(N)Nc3nc4ccccc4n32)c1C (stereo not given)	-6	-6	17	-9	-4	4	4	1.1	-2
O=C1CCC(=O)N1c1ccc(-c2nc3ccccc3s2)cc1	1	-3	-16	0	-6	16	20	0.99	3
COc1ccc(CN(CCc2ccccc2)Cc2ccccc2)cc1OC	-2	-5	-8	-5	-11	11	14	1	-1
COc1ccc(NC(=S)N2CCOCC2)c(OC)c1	0	0	-5	-6	2	9	13	1	5
CCc1cc(=O)[nH]c(SCC(=O)N2CCOCC2)n1	0	0	4	-2	-6	-18	13	1	2
Cc1cccc(NC(=O)Cc2ccc(-c3ccccc3)cc2)n1	-7	-1	19	-8	7	25	22	1.1	-3
Cc1ccc(NC(=O)c2cccs2)cc1	-4	-3	-1	6	14	8	41	1	4
CN(CC(=O)Nc1ccccc1Cl)C(=O)c1ccc(Cl)c(S(=O)(=O)N2CCCCCC2)c1	1	-2	-16	-7	3	13	7	0.99	1
O=Cc1cccn1-c1nccc(-c2ccco2)n1	-11	-3	0	3	16	13	24	1.1	5
COC(=O)c1ccccc1NC1OC(=O)c2ccccc21 (stereo not given)	-4	-1	10	-1	11	10	19	1	0
Cc1c(/C=N/Nc2nc3ccccc3[nH]2)c2ccccc2n1C	-4	-4	-25	-4	-41	18	27	1	-1
CCc1ccc(CN2CCCC(CNS(=O)(=O)c3ccc(OC)cc3)C2)cc1 (stereo not given)	0	-3	-13	-2	-6	8	14	1	1
COC(=O)C1=C(C)N(Cc2ccccc2)C(=NCc2ccc(OC)cc2)N[C@H]1c1cccc(F)c1	-7	-8	-21	37	17	27	3	1.1	70
N#Cc1ccc(C(=O)N2CCN(S(=O)(=O)c3ccc(Br)s3)CC2)cc1	14	-2	14	-10	5	31	17	0.86	-4
CC(SC1=NCCN1S(=O)(=O)c1ccc(F)cc1)c1ccccc1 (stereo not given)	5	-1	-30	-5	-4	13	32	0.95	-3
COc1ccccc1/C=N/N1CCN(c2ccc(Cl)cc2)CC1	-2	-2	8	-1	3	3	7	1	2
COc1ccc(CNc2ncnc3c2[nH]c2cc(OC)c(OC)cc23)cc1	-85	-2	-6	-6	13	15	6	1.8	-3

Entries above that contain a nitro group on carbon, in the order listed:
compound	mIAP inh	beta cell repl	hIAP block	APOBEC3G inh	TIM10 inh	tim10-1 inh	NALP3 yeast inh	mIAP act	APOBEC3A inh
COC(=O)C(=Cc1ccccc1[N+](=O)[O-])C(=O)OC	4	-4	3	2	21	44*	51*	0.96	0
O=C(N/N=C/c1ccc([N+](=O)[O-])cc1)c1cccnc1	-13	-2	-16	-7	0	0	1	1.1	15

Rewritten with two lines to a compound: entries from further up
Results follow in this order: mIAP inh	beta cell repl	hIAP block	APOBEC3G inh	TIM10 inh	tim10-1 inh	NALP3 yeast inh	mIAP act	APOBEC3A inh
- N#Cc1ccc(C(=O)N2CCN(S(=O)(=O)c3ccc(Br)s3)CC2)cc1
→ 14	-2	14	-10	5	31	17	0.86	-4
- CC(SC1=NCCN1S(=O)(=O)c1ccc(F)cc1)c1ccccc1 (stereo not given)
→ 5	-1	-30	-5	-4	13	32	0.95	-3

Additional structures follow.
compound	mIAP inh	beta cell repl	hIAP block	APOBEC3G inh	TIM10 inh	tim10-1 inh	NALP3 yeast inh	mIAP act	APOBEC3A inh
O=P(O)(Cc1ccccc1)Cc1ccccc1	-5	-3	2	-2	-6	-12	17	1.1	-3
C#CCCc1ccccc1/C=[N+](/C)[O-]	11	-2	-25	2	12	16	16	0.89	0
CCOC(=O)C1=C(C)NC(C)=C(C(=O)OCC)C1C(=O)OCC(=O)NCc1ccccc1	0	2	6	-6	5	-6	1	1	-4
S=C(NCc1ccccn1)Nc1ccc(Cl)cc1Cl	-10	-4	-9	0	10	22	19	1.1	0
CCn1cc(C2C(C(=O)Nc3ccc(Br)cn3)=C(C)NC3=C2C(=O)CCC3)c(C)n1 (stereo not given)	5	-1	-8	-2	10	22	0	0.95	0
O=C(CN1CCN(c2ccc(F)cc2)CC1)N(C1CCCC1)C1CCS(=O)(=O)C1 (stereo not given)	-8	-2	11	-8	18	3	11	1.1	-4
Fc1ccc(C2CC(c3ccco3)n3ncnc3N2)cc1 (stereo not given)	13	-4	-2	-5	-6	7	6	0.87	1
COc1ccc(CNc2nc(S(=O)(=O)c3ccccc3)c(Cl)s2)cc1OC	-4	0	-2	-8	1	33	16	1	-1
CCN1CCN(c2nc(-c3ccccc3)nc3ccccc23)CC1	12	0	10	-3	5	12	41	0.88	1
COc1ccc(CNc2nc3nc4c(c(=O)n3[nH]2)CCC4)cc1	-4	0	-18	-7	-14	7	12	1	0
Cc1csc(SC(C)C(=O)NC2CCCCC2C)n1 (stereo not given)	5	3	4	-8	2	-2	15	0.95	-3
Cc1cc(OCC(=O)Nc2ccncc2)cc(C)c1Br	-9	-4	13	-5	10	-1	24	1.1	-3

Shown as a hit in NALP3 yeast inh (from the list above):
SMILES | mIAP inh | hIAP block | APOBEC3G inh | NALP3 yeast inh | mIAP act | APOBEC3A inh
COC(=O)C(=Cc1ccccc1[N+](=O)[O-])C(=O)OC | 4 | 3 | 2 | 51* | 0.96 | 0
CCSc1nnc(NC(=O)C2CCCCC2)s1 | -2 | 19 | -7 | 61* | 1 | -7

Additional compounds follow.
compound	mIAP inh	beta cell repl	hIAP block	APOBEC3G inh	TIM10 inh	tim10-1 inh	NALP3 yeast inh	mIAP act	APOBEC3A inh
Cc1ccc2[nH]c3c(c2c1)CNCC3	1	1	5	-3	-17	16	15	0.99	0
COc1ccc(C2C3CCCCC3(O)CCN2C(=O)c2cccs2)cc1 (stereo not given)	-5	1	5	-6	16	17	-14	1	0
O=C(O)c1ccc(N2CCN(c3ccc(Cl)cc3)CC2)c([N+](=O)[O-])c1	6	1	-2	-6	8	10	27	0.94	-1
CC(C)(C)OC(=O)C[C@@H]1C/C=C\C[C@H](CC(=O)N(CCO)Cc2ccccc2)C(=O)NC[C@@H](c2ccccc2)OC1=O	-10	0	-7	-6	0	-7	21	1.1	0
CCc1cccc(CC)c1N1C(=O)c2cc(N3CCOCC3)c([N+](=O)[O-])cc2C1=O	10	-2	12	-5	17	9	7	0.9	5
Cc1nonc1OCCNCCNc1ccc([N+](=O)[O-])cc1Cl	-8	0	20	-7	-13	19	11	1.1	-2
COc1ccc(-c2cc(C)no2)cc1S(=O)(=O)Nc1cccc(C)c1	-3	2	-11	-3	2	38	11	1	-1
COc1ccc(Cc2nc(C(=O)Nc3ccc(F)cc3)cs2)cc1	0	-2	1	-5	30	19	15	1	-1
CCc1cccc(OCC(=O)N(C)CC(=O)Nc2cccc(F)c2)c1	1	-3	-18	-7	-3	16	20	0.99	14
O=C1ON=C(c2ccc([N+](=O)[O-])cc2)/C1=C/c1ccccc1O	9	-1	14	-7	13	8	2	0.91	-2
CCOC(=O)c1cc2c(ccn2C)n1Cc1ccc(Cl)cc1	-3	-4	0	-7	-13	-12	9	1	-2

Assay outcomes from PubChem BioAssay.

Not a hit list. Share with any hit: about 4.6%.
